APP 5'UTR act – activators of APP 5'UTR luciferase reporter, primary screen, SH-SY5Y cells; SH-SY5Y APP 5'UTR luciferase reporter, luminescence; zero percent = DMSO vehicle wells; activation, % at 2 µM; 190,000 tested, 1% active;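 active means activation above a set limit, based on mean plus 3 SD of controls, cut at about 140% in these data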; further: values of inactives mirror those of a sister screen read the other way
G6PDH counter – L. mesenteroides G6PDH inhibitors, counter-screen for G6PDH-coupled screening assays, biochemical, Leuconostoc mesenteroides enzyme; glucose-6-phosphate dehydrogenase [Leuconostoc mesenteroides]; Purified L. mesenteroides G6PDH, diaphorase/resazurin coupled fluorescence, 45 min; AID 1020, 2008; 200,000 tested, 0.12% active; inhibition, % at 5 µM; in the data active means inhibition above about 50%
STAT1 activator – STAT1 signaling activators, primary screen, cell-based, HTS, luciferase reporter; NIH 3T3 STAT1-luciferase reporter, IFN-gamma, luminescence; 100% = IFN-gamma alone, no compound; 200,000 tested, 2.6% active; activation (% of control), % at 5.5 µM; AID 932, 2007;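 active means activation above the screen-wide mean activation plus 3 SD, cut at about 130% in these data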;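 further: raw ratio to IFN-gamma control signal so 100% means no change and 0% no light; values of inactives mirror those of a sister screen read the other way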
FLuc stim CS – FLuc activators, initial screening, artefact control for FLuc-dependent activation tests, biochemical, ATPlite luminescence; ATPlite luciferase biochemical, 10 min; 0 = ATP-free wells, 1 = DMSO control; activation factor at 10 µM; Luciferin 4-monooxygenase (Photinus pyralis), P08659; 200,000 tested, under 10 active; AID 1027, 2008;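 active means luciferase activation factor, scaled between plate controls, of at least 2 with compound at 10 µM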
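Material: Luciferase/luciferin reagent mix; Doses: test compounds dosed from 2 mM stocks in 100% DMSO; Schedule: 10 min incubation after luciferase reagent addition, room temperature; Measured by: luminescence from luciferase reaction; Read-out: luminescence gain marking luciferase activators.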
FLuc inh counter – firefly luciferase enzyme inhibitors, primary screen, artefact control for luciferase-based inhibitor screens, biochemical, luminescence, ATPLite. Luciferin 4-monooxygenase (Photinus pyralis), P08659. 10 min. inhibition, % at 10 µM. 200,000 tested, 1.5% active. AID 1006, 2008;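 active means inhibition above about 50% when tested at 10 µM, limit read from the data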
TLR4 MyD88 comp – inhibitors of TLR4-MyD88 association in cells, primary screen, cell-based, HeLa CL3-4, BLA complementation, FRET ratio; 200,000 tested, 0.18% active; inhibition, % at 8.4 µM; Toll-like receptor 4 (Homo sapiens) + Myeloid differentiation primary response protein …; HeLa CL3-4 TLR4/MyD88 BLA complementation; in the data active means inhibition above about 25%;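 further: 0% = vehicle and 100% = reference inhibitor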
Target sequence (O00206 whole entry, looked up): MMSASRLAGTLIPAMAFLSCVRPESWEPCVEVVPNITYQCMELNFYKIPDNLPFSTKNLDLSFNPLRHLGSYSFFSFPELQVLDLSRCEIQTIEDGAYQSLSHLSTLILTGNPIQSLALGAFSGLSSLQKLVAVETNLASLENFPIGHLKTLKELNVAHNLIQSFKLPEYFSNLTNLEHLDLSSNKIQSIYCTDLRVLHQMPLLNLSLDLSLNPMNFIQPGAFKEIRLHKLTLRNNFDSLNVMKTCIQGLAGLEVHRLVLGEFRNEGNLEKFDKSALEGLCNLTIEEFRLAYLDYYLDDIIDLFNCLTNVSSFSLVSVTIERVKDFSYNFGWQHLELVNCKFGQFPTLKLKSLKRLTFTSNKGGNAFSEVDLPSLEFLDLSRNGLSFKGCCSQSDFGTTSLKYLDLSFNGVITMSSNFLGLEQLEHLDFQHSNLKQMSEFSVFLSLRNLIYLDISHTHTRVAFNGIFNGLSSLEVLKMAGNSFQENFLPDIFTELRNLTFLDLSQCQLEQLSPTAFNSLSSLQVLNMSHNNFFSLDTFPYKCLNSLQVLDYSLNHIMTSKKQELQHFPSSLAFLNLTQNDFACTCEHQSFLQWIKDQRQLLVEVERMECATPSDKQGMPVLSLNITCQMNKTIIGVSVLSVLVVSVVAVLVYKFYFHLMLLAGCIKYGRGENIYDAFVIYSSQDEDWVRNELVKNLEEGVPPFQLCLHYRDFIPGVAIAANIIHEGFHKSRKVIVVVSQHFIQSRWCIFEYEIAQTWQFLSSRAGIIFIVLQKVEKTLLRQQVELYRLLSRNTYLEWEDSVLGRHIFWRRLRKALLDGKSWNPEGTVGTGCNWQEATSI
Target sequence (Q99836 whole entry, looked up): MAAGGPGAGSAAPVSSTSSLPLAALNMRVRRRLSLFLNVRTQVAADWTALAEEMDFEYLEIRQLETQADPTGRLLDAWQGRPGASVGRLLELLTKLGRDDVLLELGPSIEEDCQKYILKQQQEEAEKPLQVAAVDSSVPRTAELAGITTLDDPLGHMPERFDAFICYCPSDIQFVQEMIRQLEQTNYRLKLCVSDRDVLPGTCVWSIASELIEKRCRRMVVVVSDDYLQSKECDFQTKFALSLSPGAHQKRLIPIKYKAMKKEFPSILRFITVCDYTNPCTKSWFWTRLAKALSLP
NF-kB neuron act – activators of NF-kB expression in neurons, primary screen, cell-based, HTS. human neuronal cells, NF-kB reporter expression; hits give high values. 190,000 tested, 1.6% active. fold change at 12.5 µM; in the data active means fold change above about 3.3
Diaph act CS – compounds boosting diaphorase resazurin reduction – biochemical, uHTS, resorufin fluorescence, counter-screen for diaphorase-coupled primary assays, primary screen | Diaphorase/resazurin coupled assay, 16 min; hits give high values; 1 = vehicle wells, 0 = NADH-free wells | activation factor at 20 µM | 190,000 tested, 0.005% active | AID 1229, 2008;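 active means diaphorase activity raised at least twofold by the compound at 20 µM; inactive means activation factor below 2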
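Test system: Clostridium kluyveri diaphorase, purified enzyme; input: enzyme 0.07 U/mL final; buffer or medium: 50 mM HEPES pH 7.4 with 4.542 mM MgCl2, 0.005% Tween 20; also added: 0.114 mM NADH and 0.1 mM resazurin, final amounts; schedule: 16 min enzyme reaction, ambient temperature; technique: fluorescence of resorufin, 544 nm excitation, 590 nm emission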
Diaphorase inh – diaphorase inhibitors and chemical oxidizers, primary screen, counter-screen for diaphorase-coupled primary assays, biochemical, uHTS, resorufin fluorescence | diaphorase resazurin-to-resorufin fluorescence, NADH, 16 min; bacterial (C. kluyveri) enzyme, not human | inhibition, % at 20 µM | 190,000 tested, 0.69% active;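 active means primary screen inhibition at 20 µM above a set limit, cut at about 50% in these data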;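 further: plate controls were DMSO with full reaction for no effect and wells lacking NADH for full effect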
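Test system: diaphorase enzyme from Clostridium kluyveri; amount: diaphorase at 0.14 U/mL in enzyme working solution; detection: fluorescence of resorufin formed from resazurin, Ex 544/Em 590 nm; times: reaction incubation of 16 min at room temperature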
APP transl inh – inhibitors of APP translation via 5'UTR reporter, primary screen, APP 5'UTR luciferase, SH-SY5Y cells. SH-SY5Y APP 5'UTR-luciferase reporter, luminescence. inhibition, % at 2 µM. 190,000 tested, 0.82% active. AID 1285, 2008;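 active means inhibition above a set limit, derived from the sample mean plus 3 SD, cut at about 45% in these data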; further: values of inactives mirror those of a sister screen read the other way
Starred values were filed as active, the others as inactive; . = no result given. Rows were taken by chance (roughly 5.6% active in at least one column).

SMILES	APP 5'UTR act	G6PDH counter	STAT1 activator	FLuc stim CS	FLuc inh counter	TLR4 MyD88 comp	NF-kB neuron act	Diaph act CS	Diaphorase inh	APP transl inh
COc1ccc(-c2nnn(CC(=O)N(c3cccc(O)c3)C(C)C(=O)NC3CCCC3)n2)cc1OC (stereo not drawn)	14	5	109	1	-2	0	0.42	1	-1	-14
COC(=O)c1ccc(NC(=O)Nc2ccc(OC)c(OC)c2)cc1	-20	2	105	1	2	-2	1	1.1	-5	20
CC(NC(=O)C(=S)N1CCN(C)CC1)c1ccccc1 (stereo not drawn)	18	6	88	1	-1	-5	1.2	1	-3	-18
COC(=O)[C@@H](NC(=O)Nc1ccc(S(N)(=O)=O)cc1)C(C)C	-1	12	89	1	3	-6	1.1	1	0	0
CCc1nnc(NC(=O)C2CCCN2C(=O)NC2CCCCC2)s1 (stereo not drawn)	6	0	107	1.1	-6	23	1.5	0.9	14	-6
O=C1c2ccsc2SCCN1Cc1ccccc1	5	12	102	1	-5	8	1	0.7	29	-5
CN(C)S(=O)(=O)c1ccc(NC(=O)C2COc3ccccc3O2)cc1 (stereo not drawn)	-24	12	103	1	2	4	1.3	0.9	6	24
CN(CC(=O)Nc1ccc(OC(F)(F)F)cc1)C1CCCCC1	11	0	106	1.1	-8	14	1.2	0.9	12	-11
CCN1CCN(C(=O)c2cc3c(=O)oc4ccc(C)cc4c3s2)CC1	5	6	95	1	-4	-7	1.2	0.8	16	-5
COc1ccccc1OCCCC(=O)NC(C)c1ccccc1 (stereo not drawn)	1	8	99	1	-3	-13	0.86	1	-5	-1
CCOc1ccc(C2=NNC(c3cccnc3)=Nc3ccc(OC)cc32)cc1	-5	23	103	0.5	45	10	0.94	0.9	8	5
CCC(C(=O)O/N=C(\N)c1ccc(Cl)cc1)c1ccccc1 (stereo not drawn)	1	-1	100	1	-4	-11	1.3	0.9	6	-2
Cn1c(=O)n(CCCOc2ccc(Br)cc2)c2ccccc21	13	-21	102	1	1	11	1	0.8	15	-13
CCCN1Cc2cccc(C(=O)NCc3ccc4c(c3)OCO4)c2C1=O	-2	3	90	1	-5	3	0.6	0.9	13	2
COc1ccc(NS(=O)(=O)c2ccc(N3CCCC3=O)cc2)cn1	77	-2	82	1	-3	14	0.86	1	4	-77
CCOC(=O)c1[nH]c(C)c(C(=O)NCc2cccnc2)c1C	-8	3	103	1	-4	1	1.2	1.1	-8	8
CN(C)CCN1C(=O)C(O)=C(C(=O)c2ccco2)C1c1ccccc1F (stereo not drawn)	9	-6	103	1	-3	-6	0.99	0.9	15	-9
Cc1ccc(-c2csc3nc[nH]c(=O)c23)cc1	10	-32	97	1	2	-2	1.1	0.9	9	-10
O=C(c1ccc([N+](=O)[O-])cc1)n1nc(-c2ccccc2)nc1NCc1ccccc1	16	5	119	1	-1	3	1.5	1.1	-5	-16
COc1ccc2nc3sc(C(=O)NCc4cccs4)c(N)c3cc2c1	140*	14	183*	1	-2	1	3.2	0.6	36	-140
O=C(NN1C(=O)c2ccccc2C1=O)c1ccncc1	-20	10	95	1	-4	-4	1	1	-4	20
O=c1[nH]c2cc3c(cc2cc1CN(CC1CCCO1)S(=O)(=O)c1ccccc1)OCCO3 (stereo not drawn)	11	7	105	1	-2	-8	1.1	1	3	-11
N=c1n(CCN2CCOCC2)c2ccccc2n1Cc1ccccc1Br	2	5	96	1.1	-9	-8	0.97	0.9	7	-2
Cc1sc2nc(CSc3nc4ccccc4s3)[nH]c(=O)c2c1C	5	-8	93	1	3	-6	1.2	1.1	-8	-5
O=C(COC(=O)c1ccc(Cl)nc1)NCc1cccs1	-9	-1	109	1.1	-7	-7	1	0.9	13	9

Five consecutive records out of the list so far, quoted:
SMILES	APP 5'UTR act	G6PDH counter	STAT1 activator	FLuc stim CS	FLuc inh counter	TLR4 MyD88 comp	NF-kB neuron act	Diaph act CS	Diaphorase inh	APP transl inh
O=C(NN1C(=O)c2ccccc2C1=O)c1ccncc1	-20	10	95	1	-4	-4	1	1	-4	20
O=c1[nH]c2cc3c(cc2cc1CN(CC1CCCO1)S(=O)(=O)c1ccccc1)OCCO3 (stereo not drawn)	11	7	105	1	-2	-8	1.1	1	3	-11
N=c1n(CCN2CCOCC2)c2ccccc2n1Cc1ccccc1Br	2	5	96	1.1	-9	-8	0.97	0.9	7	-2
Cc1sc2nc(CSc3nc4ccccc4s3)[nH]c(=O)c2c1C	5	-8	93	1	3	-6	1.2	1.1	-8	-5
O=C(COC(=O)c1ccc(Cl)nc1)NCc1cccs1	-9	-1	109	1.1	-7	-7	1	0.9	13	9

New compounds follow
SMILES	APP 5'UTR act	G6PDH counter	STAT1 activator	FLuc stim CS	FLuc inh counter	TLR4 MyD88 comp	NF-kB neuron act	Diaph act CS	Diaphorase inh	APP transl inh
C/C(CC(=O)Nc1cc(Cl)ccc1Cl)=N\NC(N)=S	16	8	100	1.1	-8	1	1.2	1.1	-8	-16
COc1cc(/C=N/n2cnnc2)ccc1OC(=O)c1ccco1	-3	7	98	1	-4	2	1.1	1	-3	4
c1ccc(-c2noc(CN3CCOCC3)n2)cc1	22	2	114	1	-2	-7	1.5	1	-1	-22
O=C(Cn1cnc2ccccc2c1=O)NCC1COc2ccccc2O1 (stereo not drawn)	6	-2	100	1.1	-8	4	1	0.9	14	-6
COc1ccc(N(C(C)C(=O)N/N=C/c2ccc(OC)c(OC)c2)S(C)(=O)=O)cc1 (stereo not drawn)	-12	11	104	1	0	5	1.2	1	3	12
CCc1nc(SCC(=O)c2cc(C)ccc2C)n[nH]1	-6	3	90	1	-4	2	1.2	1	4	6
COc1ccc(-c2cc(C(F)(F)F)nc(S(=O)(=O)CCCC(=O)Nc3cccnc3Cl)n2)cc1OC	-17	1	58	1	1	18	1.2	1.1	-7	17
OC(COC(c1ccc(Cl)cc1)c1ccc(Cl)cc1)CN1CCc2ccccc2C1 (stereo not drawn)	5	-9	93	1	-4	-2	1.2	0.9	7	-5
O=C(O)c1cc2nc(-c3ccccc3)cc(C(F)(F)F)n2n1	-4	1	101	1.1	-6	-7	1.3	1	-2	4
O=C1CCc2cc(S(=O)(=O)NC(Cc3ccccc3)C(=O)NC3CCCCC3)ccc2N1 (stereo not drawn)	7	20	104	1	-3	2	0.77	1	-3	-7
CC(=O)Nc1ccc(C(=O)/C=C/c2ccco2)cc1	38	-14	101	0.7	34	-1	1.3	0.9	14	-38
O=S(=O)(c1ccc2ccccc2c1)N1CCN(S(=O)(=O)N2CCOCC2)CC1	-3	3	96	1.1	-10	-4	0.96	0.9	7	3
CC1(C)C(C#N)=C(N)OC2=C1C(=O)CCC2	3	4	101	1	-3	-9	0.87	0.8	19	-3
CCn1c(N)c(C(=O)NCCCOC)sc1=S	3	18	108	1	-2	2	0.98	0.9	10	-3
O=C(Nc1ccc(N2CCOCC2)cc1)C1CCCCC1	30	-2	99	1	-4	-6	1.6	0.9	5	-30
COc1cc(NC(=S)NCCC(c2ccccc2)c2ccccc2)cc(OC)c1	9	13	98	1	-5	-11	1.2	0.9	8	-9
CCOCCCNS(=O)(=O)c1ccc(NC(=O)C2CC(=O)N(c3ccc(C)cc3)C2)cc1 (stereo not drawn)	30	3	96	1.1	-7	-8	1	0.9	14	-30
COc1cccc(C2C(C(=O)c3cccs3)=C(O)C(=O)N2CCCn2ccnc2)c1OC (stereo not drawn)	.	1	.	1	0	.	.	1	-4	.
CCOc1ccccc1Nc1ncccc1C(=O)O	12	6	97	1	-3	0	1.1	1	-4	-12
COc1cc2[nH]c(=O)n(CCCCCC(=O)N3CCN(c4ccccn4)CC3)c(=O)c2cc1OC	3	-1	97	1	-2	2	0.72	1	0	-3
CC1CCN(S(=O)(=O)c2ccc3[nH]c(=O)c(=O)[nH]c3c2)CC1	9	5	104	1	-4	-10	1.2	0.9	5	-9
CCOC(=O)CN1CC23C=CC(O2)C(C(=O)Nc2ccc(OCC)cc2)C3C1=O (stereo not drawn)	-7	-8	101	1	-2	-3	1.1	0.9	9	7
COc1cc(C(=O)Oc2ccccc2/C=N/NC(=O)c2ccc(C)cc2)cc(OC)c1OC	55	9	120	0.9	15	2	1.7	1	-4	-55
O=C(CCN1C(=O)c2ccccc2C1=O)NC(=S)Nc1ccccc1	7	-15	99	1	-3	-1	0.95	0.9	10	-7
Cc1ccccc1CSCCNC(=O)c1ccc(N(C)S(=O)(=O)c2ccccc2)cc1	10	2	97	1	-4	-8	1	0.8	20	-10
COc1ccc(CNC(=O)COC(=O)c2cnccn2)cc1	-4	1	88	1	-1	0	0.94	0.9	13	4
COC(=O)c1sc(NC(=O)C2CCCO2)c(C(=O)OC)c1C (stereo not drawn)	24	-19	100	1.1	-6	2	1.1	0.9	11	-24

One compound at a time, as listed above. Order of values: APP 5'UTR act	G6PDH counter	STAT1 activator	FLuc stim CS	FLuc inh counter	TLR4 MyD88 comp	NF-kB neuron act	Diaph act CS	Diaphorase inh	APP transl inh
CCc1nc(SCC(=O)c2cc(C)ccc2C)n[nH]1 is entered as -6	3	90	1	-4	2	1.2	1	4	6
O=C(CCN1C(=O)c2ccccc2C1=O)NC(=S)Nc1ccccc1 is entered as 7	-15	99	1	-3	-1	0.95	0.9	10	-7
O=c1[nH]c2cc3c(cc2cc1CN(CC1CCCO1)S(=O)(=O)c1ccccc1)OCCO3 (stereo not drawn) is entered as 11	7	105	1	-2	-8	1.1	1	3	-11
N=c1n(CCN2CCOCC2)c2ccccc2n1Cc1ccccc1Br is entered as 2	5	96	1.1	-9	-8	0.97	0.9	7	-2
CCn1c(N)c(C(=O)NCCCOC)sc1=S is entered as 3	18	108	1	-2	2	0.98	0.9	10	-3
